TR SRC2 fluor cs – counter-screen for TRb-SRC2 inhibitors: fluorescence interference; 0.29% of 280,000 active; AID 1479; TRb/SRC2 Texas Red total fluorescence interference; Potency, µM (titrated, usually from 106 µM), for inactives: at the top dose fluorescence change, negative = quenching; active = well fitted curve in either direction with a large enough effect; inconclusive = small, poorly fitted or top-dose-only effect
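Flags fluorescent or light-absorbing compounds by total fluorescence, S + 2P, at 555 nm excitation and 632 nm emission. Mixture: 20 nM Texas Red SRC2 peptide, 0.6 uM human TRb LBD, 1 uM T3, 5% DMSO; compound exposure 5 h at ambient temperature.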
GAA inh – inhibitors of human lysosomal alpha-glucosidase; purified human GAA, 4-MU-alpha-glucoside fluorescence; Potency, µM (highest dose often 76.9 µM), for inactives: at the top dose activity change, negative = inhibition, actives largely listed as inhibitors; 0.005% of 200,000 active;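 note: plate controls were uninhibited enzyme wells for no effect and no-enzyme background for full effect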
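Compounds are titrated up to 77 uM against 4 nM human enzyme. Substrate 4-methylumbelliferyl-alpha-D-pyranoside (400 uM) reacts 20 min at room temperature in pH 5.0 buffer; liberated 4-methylumbelliferone is read at 440 nm.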
TRb SRC2 PPI – TRbeta-SRC2 interaction inhibition | P10828 | TRbeta-SRC2 peptide binding, fluorescence polarization; receptor liganded with 1 µM T3 | Potency, µM (top dose mostly 106 µM), without a hit: at the highest dose activity change, negative = inhibition, hits mostly inhibitors | 0.065% of 280,000 active | AID 1469;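 note: plate controls were bound peptide for no effect and peptide without receptor for full effect; nearly all actives have a fitted effect of over 50% in size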
Target sequence (P10828 whole entry, looked up): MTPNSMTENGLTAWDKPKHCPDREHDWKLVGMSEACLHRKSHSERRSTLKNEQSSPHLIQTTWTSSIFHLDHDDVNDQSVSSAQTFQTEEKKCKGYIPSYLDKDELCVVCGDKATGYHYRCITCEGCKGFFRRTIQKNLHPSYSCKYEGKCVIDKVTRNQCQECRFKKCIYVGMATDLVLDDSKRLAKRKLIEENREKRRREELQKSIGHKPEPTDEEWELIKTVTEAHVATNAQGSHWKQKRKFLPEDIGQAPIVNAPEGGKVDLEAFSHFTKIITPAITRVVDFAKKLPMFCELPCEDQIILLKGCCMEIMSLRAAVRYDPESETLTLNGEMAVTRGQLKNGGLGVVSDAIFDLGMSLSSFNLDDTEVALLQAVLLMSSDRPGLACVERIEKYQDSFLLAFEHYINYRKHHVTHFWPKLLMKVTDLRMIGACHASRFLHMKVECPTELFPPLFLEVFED
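Polarization signal, normalized between peptide-alone and full complex controls, measured compound effects on T3-liganded human TRb LBD (0.6 uM) binding 20 nM Texas Red SRC2 peptide after 5 hr.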
GAA spleen mod – lysosomal alpha-glucosidase (human) modulation | human spleen homogenate, 4-MU-alpha-glucoside fluorescence | AID 2112 | 0.006% of 240,000 active | Potency, µM (doses to about 79.9 µM), for inactives: at the top dose activity change, negative = inhibition, actives largely listed as inhibitors;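 note: 0% = enzyme with vehicle and -100% = no enzyme basal signal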
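Compounds were titrated against alpha-glucosidase in spleen homogenate at pH 5.0, with 1 mM 4-methylumbelliferyl substrate for 40 min at 37 C. Reactions were quenched with pH 10 NaOH/glycine and fluorescence measured.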
GAA glycogen mod – inhibitors or activators of human alpha-glucosidase glycogen cleavage; P10253; recombinant GAA, glycogen substrate, Amplex Red glucose oxidase fluorescence; Potency, µM (highest dose often 76.4 µM), without a hit: at the top dose activity change, negative = inhibition, most hits filed as inhibitors; 0.38% of 300,000 active;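 note: 0% = full enzyme reaction and -100% = no-enzyme basal signal; the screen sought inhibitors and activators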
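Recombinant enzyme (4 nM final) with compounds titrated up to 77 uM and bovine liver glycogen (30 ug) in citrate pH 5.0, 0.01% Tween-20, 37 C 40 min. Released glucose detected by Amplex Red/glucose oxidase (Ex 573/Em 610); AC50 from Hill fits.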
RECQ1 helicase – RECQ1 (human) helicase inhibition | P46063 | RECQ1 DNA unwinding, red fluorescence kinetic read | Potency, µM (series often up to 57.3 µM), for inactives: at the highest dose activity, negative = inhibition, usual class: inhibitors | 0.54% of 240,000 active | AID 2549;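 note: plate controls were vehicle for no effect and no enzyme for full effect; nearly all actives have a fitted effect of over 30% in size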
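50 nM RECQ1T1 preincubated 15 min with compound in Tris pH 8.0 buffer with MgCl2, DTT, Tween-20 and 2.5 ug/ml poly(dI-dC); started with 200 nM TAMRA/BHQ-2 forked duplex and 2 mM ATP. Unwinding read as fluorescence (525/598 nm), two reads 2 h apart.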
RGS12 GoLoco inh – inhibitors of human Gai1-RGS12 GoLoco interaction (red fluorophore) | Potency, µM (series often up to 61.6 µM), without a hit: top-dose activity, negative = inhibition, usual class: inhibitors | AID 880 | 0.44% of 230,000 active | Gai1:RGS12 GoLoco peptide FP, rhodamine, 10 min; active = well fitted inhibition curve with a large enough effect, not every such curve was filed as active; inactive = no such curve, though single readings can be large or run the other way; note: nearly all actives have a fitted effect of over 30% in size; many of its hits are not listed in these tables
Target sequence (P63096 whole entry, looked up): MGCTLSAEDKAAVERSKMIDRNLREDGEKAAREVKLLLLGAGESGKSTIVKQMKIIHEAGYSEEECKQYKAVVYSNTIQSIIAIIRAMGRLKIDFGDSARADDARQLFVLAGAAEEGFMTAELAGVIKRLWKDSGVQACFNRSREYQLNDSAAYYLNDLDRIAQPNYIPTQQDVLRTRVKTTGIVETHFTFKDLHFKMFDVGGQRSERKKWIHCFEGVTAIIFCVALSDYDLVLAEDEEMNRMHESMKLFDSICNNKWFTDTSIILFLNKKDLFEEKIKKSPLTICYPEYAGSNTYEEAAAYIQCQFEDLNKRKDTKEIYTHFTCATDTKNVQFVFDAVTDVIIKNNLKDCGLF
L3MBTL1 inh – inhibitors of human L3MBTL1; AlphaScreen L3MBTL1–H3K9me1 peptide binding; Potency, µM (highest dose often 57.1 µM), for inactives: at the highest dose activity, negative = inhibition, actives largely listed as inhibitors; 0.66% of 230,000 active; AID 485360; note: nearly all actives have a fitted effect of over 60% in size
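L3MBTL1 50 nM + b-AHA-H3(1-15)K9me1 75 nM, 30 min RT; compound added, 30 min RT; streptavidin donor/Ni-chelate acceptor beads 10 ug/mL each final, 30 min RT dark; AlphaScreen read.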
* marks the source's active call; other numbers are inactive results; i = inactive; ? = inconclusive; / = not tested or not shown; & = joins results of further samples; [ ] = remark or other dose. Unless noted, calls come from the whole dose curve; as a rule, active = well fitted curve in the direction sought with a large enough effect; inconclusive = small, poorly fitted or top-dose-only effect, or another doubt; inactive = no such curve, though single readings can be large; an effect the other way counts as inactive or inconclusive. Unless noted, % is set by controls: 0 for no effect and ±100 for the full control effect; potency is the fitted concentration of half-maximal effect.

1	CCOC(=O)c1nc(C)nc(Sc2n[nH]c(-c3cc(C(F)(F)F)cc(C(F)(F)F)c3)n2)c1C
2	O=C(Nc1c2c(nn1-c1ccccc1)CSC2)c1ccc(N2C(=O)CCC2=O)cc1
3	O=c1cc(N2CCN(c3ccccc3F)CC2)[nH]c(=O)n1-c1ccc(Br)cc1
4	Cc1ccc(SCC(=O)N2N=CCC2c2ccccc2)cc1 (centres undefined)
5	CC1=C(C(=O)Nc2ccc(C)cc2C)C(c2ccc(Cl)cc2)n2nc(C(=O)OC(C)C)nc2N1 (centres undefined)
6	COc1ccccc1OCC(O)Cn1c(=N)n(Cc2ccccc2)c2ccccc21 (centres undefined)
7	Nc1nc(SCc2ccccc2)[nH]c(=O)c1-c1ccccc1
8	O=C(CN(c1ccc2c(c1)OCCO2)S(=O)(=O)c1ccccc1)Nc1ccc2c(c1)OCO2

compound no.	1	2	3	4	5	6	7	8
RECQ1 helicase	i	-13%	i	-5%	0%	-10%	1%	-3%
TRb SRC2 PPI	6%	5%	-3%	9%	3%&-5%	?	-15%	-7%
GAA spleen mod	5%	/	0%	1%	-8%	-18%	-2%	-4%
GAA glycogen mod	-6%	-1%	4%	-1%	9%[76.3 µM]	12%	6%	2%
GAA inh	/	-1%	1%	6%	-4%	-2%	0%	?
TR SRC2 fluor cs	3%	-1%	-5%	0%	-18%&-1%	2%	-2%	-2%
L3MBTL1 inh	4%	-22%	-9%	2%[11.4 µM]	2%	-4%	-2%	?
RGS12 GoLoco inh	5%	3%	-6%	6%	0%	7%	10%	40%[activator]

The closing 2 records of the section above open the next one.
7	Nc1nc(SCc2ccccc2)[nH]c(=O)c1-c1ccccc1
8	O=C(CN(c1ccc2c(c1)OCCO2)S(=O)(=O)c1ccccc1)Nc1ccc2c(c1)OCO2
9	O=C(NNC(=O)c1ccc([N+](=O)[O-])cc1Cl)c1ccncc1
10	CCn1c(SCC(=O)Nc2ccc3c(c2)OCO3)nc2c1c(=O)n(C)c(=O)n2C
11	O=C(NN1C(=O)C2C3c4ccccc4C(c4ccccc43)C2C1=O)c1ccccc1 (centres undefined)
12	CC(=O)Nc1ccc(NC(=O)COC(=O)C2c3ccccc3Oc3ccccc32)cc1
13	COc1cccc([C@@H]2Oc3ccc(Br)cc3C(=O)[C@H]2OC(=O)N[C@H]2CCCc3ccccc32)c1
14	COc1ccc(N(C(=O)C(C)C)S(=O)(=O)c2ccc(Cl)cc2)cc1
15	Cc1noc(C)c1-c1ccc2ncnc(NC(C)c3ccccc3)c2c1 (centres undefined)
16	COc1ccccc1-c1ccc(=O)n(CC(=O)NCc2cccs2)n1

compound no.	7	8	9	10	11	12	13	14	15	16
RECQ1 helicase	1%	-3%	-2%	16%	-1%	i	-9%	3%	i	i
TRb SRC2 PPI	-15%	-7%	-7%	-7%	8%	-2%	4%	1%	-3%	-1%
GAA spleen mod	-2%	-4%	-4%	5%	-4%	3%	1%	-17%	-1%	/
GAA glycogen mod	6%	2%	-7%	5%	11%	-11%	/	-6%	/	10%
GAA inh	0%	?	-11%	0%	-5%	-12%	/	-9%	/	-8%
TR SRC2 fluor cs	-2%	-2%	-1%	-1%	12%	0%	0%	0%	-1%	-1%
L3MBTL1 inh	-2%	?	12%	/	-3%	-4%[11.4 µM]	/	/	/	?
RGS12 GoLoco inh	10%	40%[activator]	-6%	6%	-15%	3%	4%	-5%	/	2%

Given field by field: part of the list above.
11	O=C(NN1C(=O)C2C3c4ccccc4C(c4ccccc43)C2C1=O)c1ccccc1 (centres undefined)
  RECQ1 helicase = -1%; TRb SRC2 PPI = 8%; GAA spleen mod = -4%; GAA glycogen mod = 11%; GAA inh = -5%; TR SRC2 fluor cs = 12%; L3MBTL1 inh = -3%; RGS12 GoLoco inh = -15%

12	CC(=O)Nc1ccc(NC(=O)COC(=O)C2c3ccccc3Oc3ccccc32)cc1
  RECQ1 helicase = i; TRb SRC2 PPI = -2%; GAA spleen mod = 3%; GAA glycogen mod = -11%; GAA inh = -12%; TR SRC2 fluor cs = 0%; L3MBTL1 inh = -4%[11.4 µM]; RGS12 GoLoco inh = 3%

13	COc1cccc([C@@H]2Oc3ccc(Br)cc3C(=O)[C@H]2OC(=O)N[C@H]2CCCc3ccccc32)c1
  RECQ1 helicase = -9%; TRb SRC2 PPI = 4%; GAA spleen mod = 1%; GAA glycogen mod = /; GAA inh = /; TR SRC2 fluor cs = 0%; L3MBTL1 inh = /; RGS12 GoLoco inh = 4%

14	COc1ccc(N(C(=O)C(C)C)S(=O)(=O)c2ccc(Cl)cc2)cc1
  RECQ1 helicase = 3%; TRb SRC2 PPI = 1%; GAA spleen mod = -17%; GAA glycogen mod = -6%; GAA inh = -9%; TR SRC2 fluor cs = 0%; L3MBTL1 inh = /; RGS12 GoLoco inh = -5%

Continuation:
17	O=C(CSc1nnc(-c2ccccn2)n1Cc1ccccc1)Nc1ccc2c(c1)OCO2
18	O=C(Nc1ccccc1C(=O)N1CCN(c2ccccc2)CC1)c1ccco1
19	Cc1cc2nc(-c3ccc(SCc4ccccn4)nc3)[nH]c2cc1C
20	CCn1cc([N+](=O)[O-])c(C(=O)N2CCN(C(=O)c3ccco3)CC2)n1
21	CNC(=S)N(CCc1c(C)[nH]c2ccc(C)cc12)Cc1cccs1
22	O=C1CC(C(=O)Nc2cc(Cl)ccc2Cl)n2ncnc2N1 (centres undefined)
23	COC(=O)c1cccc([N+](=O)[O-])c1CN1CCCC(C(N)=O)C1 (centres undefined)
24	CC1CC(C)CN(c2nc3c(c(=O)n(C)c(=O)n3C)n2C)C1 (centres undefined)

compound no.	17	18	19	20	21	22	23	24
RECQ1 helicase	10%	i	-12%	7%	-9%	i	-15%	-7%
TRb SRC2 PPI	-21%	4%	4%	-1%	-2%	8%	-3%	-6%
GAA spleen mod	-19%	-4%	-1%	4%	-12%	-11%	0%	5%
GAA glycogen mod	-3%	-11%	2%	-10%	-13%	12%	6%	4%
GAA inh	11%	-1%	?	0%	1%	2%	-3%	0%
TR SRC2 fluor cs	1%	1%	-13%	-7%	-1%	-1%	1%	1%
L3MBTL1 inh	/	/	?	-10%	/	-21%	24%	/
RGS12 GoLoco inh	5%	2%	41%[activator]	6%	-1%	51%[activator]	6%	7%

25	O=S(=O)(c1ccccc1)N1CCN(Cc2cccc(Cl)c2)CC1
26	CC(=O)Nc1ccc(Oc2cnc3ccccc3n2)cc1
27	N#CC1=C(N)Oc2n[nH]c(-c3cccnc3)c2C1c1cc(F)ccc1F (centres undefined)
28	CCOC(=O)C1CCCN(C(=O)CSc2ccc(Br)cc2)C1 (centres undefined)
29	Cc1ccc(C(=O)Cn2cc([N+](=O)[O-])nc2C)cc1
30	CCNc1nc(NCC)nc(SCC(C)=O)n1
31	Cc1cc(S(=O)(=O)Nc2ccc3ccccc3c2)c(C)s1
32	O=C(C1=C[C@@H](c2coc3ccccc3c2=O)C[C@@H](OCc2ccc(CO)cc2)O1)N1CCN(Cc2ccc3c(c2)OCO3)CC1

compound no.	25	26	27	28	29	30	31	32
RECQ1 helicase	i	i	3%	-7%	-5%	i	-4%	-7%
TRb SRC2 PPI	5%	-14%	-6%	2%	-3%	-2%	-1%	-1%
GAA spleen mod	3%	0%	6%	-3%	4%	-1%	-5%	-10%
GAA glycogen mod	-1%	3%	-21%	0%	8%	-5%	-17%	9%
GAA inh	-4%	-2%	3%	-2%	-11%	7%	-28%	/
TR SRC2 fluor cs	-6%	-4%	-1%	0%	-4%	0%	-3%	0%
L3MBTL1 inh	/	0%	/	9%	10%	9%	/	-19%
RGS12 GoLoco inh	-13%	7%	148%[activator]	3%	8%	5%	8%	2%

33	CC(C)CCNC(=O)C1CCCN(S(=O)(=O)c2ccc(F)cc2)C1 (centres undefined)
34	COC(=O)c1c(NC(=O)COC(=O)CCc2ccc(S(=O)(=O)N3CCOCC3)cc2)sc2c1CCC2
35	C=C(C)Cn1c(SCC)nc2ccccc2c1=O
36	CCCN1C(=O)/C(=C/c2nc3ccccc3c(=O)[nH]2)c2cc(C)ccc21
37	Cc1cc(C)n2nc(SC3CCCCN(C(=O)c4ccc(F)cc4)C3=O)nc2n1 (centres undefined)
38	Cc1cccc(C)c1OCC(=O)Nn1c(C)nc2ccccc2c1=O
39	Cc1nn(Cc2ccccc2)c(C)c1NC(=O)c1cc(-c2ccc3c(c2)OCO3)on1
40	CCOC(=O)c1cnn(-c2cc(Oc3cccc(C)c3)ncn2)c1N

compound no.	33	34	35	36	37	38	39	40
RECQ1 helicase	i	-1%	-3%	-18%	-4%	-10%	-7%	-15%
TRb SRC2 PPI	1%	3%	-12%	-1%	2%	-3%	-12%	-9%
GAA spleen mod	-4%	-4%	-10%	10%	-6%	-4%	4%	-6%
GAA glycogen mod	-9%	1%	-3%	-8%	1%	7%	-12%	-1%
GAA inh	-3%	-1%	-2%	-8%	1%	-7%	-3%	-5%
TR SRC2 fluor cs	0%	0%	-1%	-2%	2%	1%	2%	-3%
L3MBTL1 inh	3%	-11%	19%	-17%	0%	1%	-5%	/
RGS12 GoLoco inh	-1%	10%	5%	-8%	8%	-5%	-8%	0%

41	Cc1cccc(NC(=O)NCC(c2ccco2)N2CCCCC2)c1 (centres undefined)
42	Cc1ccccc1NC(=O)C(=O)c1cn(C)c2ccccc12
43	Cc1cc(C(=O)NC(C)c2ccccc2)c2cc(F)ccc2n1 (centres undefined)
44	COc1ccc(N2CCN(C(=O)c3ccc(OCC4CCCO4)cc3)CC2)cc1 (centres undefined)

compound no.	41	42	43	44
RECQ1 helicase	i	i	i	i
TRb SRC2 PPI	-1%	-7%	9%	4%
GAA spleen mod	-1%	-6%	-1%	-5%
GAA glycogen mod	0%	8%	-2%	-3%
GAA inh	-5%	4%	?	-6%
TR SRC2 fluor cs	-2%	-1%	2%	-3%
L3MBTL1 inh	-6%	2%	0%	-3%
RGS12 GoLoco inh	13%	2%	103%[activator]	-3%

Compound activity (PubChem)

Only part of the results is shown. The share of hits here may be higher or lower than overall.
